BRCA1 expr up – increases BRCA1 expression; MCF7-BRCA1-FFLuc reporter, luminescence, 48 h; response scale: scaled: vehicle 0%, 10 µM genistein 100%; Potency, µM (highest dose often 46.1 µM), for the others: at the highest dose activation, actives largely listed as activators; 1.1% of 380,000 active; note: potency is the fitted concentration of half-maximal effect; nearly all actives have a fitted effect of over 80% in size; some results filed as inactive show a strong effect at the top dose
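Activators of BRCA1 expression were detected as increased firefly luciferase luminescence in engineered MCF7 cells after 48 h compound incubation. Signals were scaled to genistein 10 microM as full activation.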
B2AR arrestin – beta2AR (human) beta-arrestin recruitment activity. Potency, µM (top dose mostly 46.1 µM), for the others: top-dose activation, most hits filed as activators. beta-arrestin recruitment to beta2AR, cell-based reporter. AID 492947. 0.02% of 330,000 active;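 note: potency is the fitted concentration of half-maximal effect; 0% = DMSO controls and full agonism = EC100 isoproterenol or metaproterenol; nearly all actives have a fitted effect of over 65% in size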
TRPV1 ag – activates the human vanilloid receptor TRPV1; Q8NER1; TRPV1-expressing cells, Fluo-8 calcium influx, agonist mode; activation, % at 8.33 µM; 0.19% of 320,000 active; AID 540275; in the data active = activation above about 80%; inconclusive = between about 30% and that limit; note: 0% is about no effect
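Fluo-8 calcium influx in TRPV1-expressing cells, kinetic read (ex 480/em 520 nm). Compound added and read 3 min for agonist activity, followed by capsaicin at EC20 final and 2 min further read for enhancement.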
a7 integrin act – activates integrin-mediated alleviation for muscular dystrophy | alpha7betagal myoblasts, beta-gal FDG fluorescence, 48 h | Potency, µM (top dose mostly 38.3 µM), inactives show at the highest dose activation, usual class: activators | AID 624291 | 0.064% of 350,000 active;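 note: potency is the fitted concentration of half-maximal effect; 100% = response of the positive control SU9516; nearly all actives have a fitted effect of over 60% in size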
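alpha7betagal+/- myoblasts (passage 13, 250/well) treated 48 h at 37C with compounds at 1:260 dilution of DMSO stock. Lysed, then beta-galactosidase activity read as FDG fluorescence (ex 480/em 540) after 30 min, with pre-read for autofluorescence.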
PTAP TSG101 blk – blocks PTAP/TSG101 interaction to inhibit HIV-1 budding; Fluorescence polarization, FITC-PTAP peptide / Tsg101 binding; 340,000 tested, under 10 active; Potency, µM (doses to about 115 µM), inactives show at the highest dose activity change, negative = inhibition, most hits filed as inhibitors; AID 493005; active = well fitted inhibition curve with a large enough effect in the main read-out, with a control signal flat, not every such curve was filed as active; inconclusive = small, poorly fitted or top-dose-only effect, or effect the other way, or a change in a side signal; inactive = no such curve, though single readings can be large or run the other way; note: potency is the fitted concentration of half-maximal effect; % of control where 0% means no effect
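Fluorescence polarization binding of Tsg101 binding domain (10 uM final) to FITC-labeled PTAP peptide (50 nM final) in HEPES pH 7.5 buffer with NaCl, Tween 20, EDTA, TCEP. Compounds added before peptide; binding 20 min at RT.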
TCR activator – activates T cell receptor signaling; primary human leukocytes, anti-CD3, IL-2 HTRF, 48 h; Potency, µM (top dose mostly 9.22 µM), inactives show at the top dose activation of IL-2 secretion, usual class: activators; 330,000 tested, under 10 active; note: % of control where 0% means no effect
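Primary human leukocytes receive a-CD3 beads and test compound and are incubated 48 hr. Secreted IL-2 is then assayed by HTRF, measuring 665nm acceptor emission after 320nm excitation of the europium donor.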
A-T KAP1 phos – candidate therapy for ataxia-telangiectasia | […] A-T fibroblasts, KAP-1 phosphorylation AlphaLISA; neocarzinostatin DNA damage 30 min before lysis | Potency, µM (doses to about 57.5 µM), without a hit: at the top dose activation, usual class: activators | 0.19% of 320,000 active | AID 485349; note: potency is the fitted concentration of half-maximal effect; % of control where 0% means no effect; nearly all actives have a fitted effect of over 45% in size
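hTERT-immortalized A-T patient fibroblasts ([…]), 500 cells/well in OPTI-MEM, 1% FBS, got compounds for 60 min, then NCS for 30 min at 37C. Lysates were then assayed for phospho-KAP-1 by AlphaLISA (anti-pKAP1 donor, anti-KAP1 acceptor beads), 6 hr at 25C.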
p53 reactivator – restores transcriptional activity of mutant p53. 0.063% of 320,000 active. Potency, µM (titrated, usually from 92.2 µM), inactives show top-dose activity change, positive = activation, actives largely listed as activators. H1299 p53-A138V BP100-luciferase reporter, luminescence, 24 h. AID 504706; note: potency is the fitted concentration of half-maximal effect; % of control where 0% means no effect; nearly all actives have a fitted effect of over 45% in size
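p53-null H1299 cells stably carrying temperature-sensitive p53-A138V and a BP100-luciferase reporter were pinned with compounds (4-point, 1:5 series) and held 24 hrs at 37 deg C. Luminescence was read 10 min after detection reagent.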
ELG1 repair inh – inhibitors of ELG1-dependent DNA repair in HEK293T cells | HEK293T ELG1-luciferase reporter, luminescence, 16 h; DNA damage induced by 5-fluorouridine | Potency, µM (highest dose often 46.1 µM), inactives show at the highest dose activity change, negative = inhibition, most hits filed as inhibitors | 2.3% of 330,000 active | AID 504467; note: potency is the fitted concentration of half-maximal effect; % is set by controls: 0 for no effect and ±100 for the full control effect; nearly all actives have a fitted effect of over 55% in size
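Step one: seed 2,000 cells per well. Step two: pin-transfer compound or DMSO alongside 5-fluorouridine. Step three: incubate 16 hr, 37 °C, 5% CO2. Step four: add ONE-Glo, wait 30 min, read luminescence.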
CXXC DNA block – blocks binding of human MLL CXXC domain to DNA. MLL-CXXC / FITC-HOXA9 DNA fluorescence polarization. Potency, µM (series often up to 115 µM), for the others: at the top dose activity change, negative = inhibition, usual class: inhibitors. 0.037% of 290,000 active; active = well fitted inhibition curve with a large enough effect in the polarisation, with a control signal flat, not every such curve was filed as active; inconclusive = small, poorly fitted or top-dose-only effect, or effect the other way, or a change in a side signal; inactive = no such curve, though single readings can be large or run the other way; the % refers to the polarisation; note: potency is the fitted concentration of half-maximal effect
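Purified MLL-CXXC (added from a 7 uM solution) was preincubated 5 min at ambient with pinned compounds in 50 mM Tris-HCl pH 7.5, 50 mM NaCl, 1 mM DTT, 0.05% BSA. Fluorescein-labeled HOX-A9 DNA (50 nM solution) followed, 30 min, then polarization read.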
The depositor's hits bear a star; ? = inconclusive; / = not tested or not shown; [ ] = remark or other dose. Unless noted, calls come from the whole dose curve; as a rule, active = well fitted curve in the direction sought with a large enough effect; inconclusive = small, poorly fitted or top-dose-only effect, or another doubt; inactive = no such curve, though single readings can be large; an effect the other way counts as inactive or inconclusive. The order is random; 3.8% or so of the library scored in one or more.

molecule	BRCA1 expr up	B2AR arrestin	TRPV1 ag	a7 integrin act	PTAP TSG101 blk	TCR activator	A-T KAP1 phos	p53 reactivator	ELG1 repair inh	CXXC DNA block
Oc1ccc(Nc2nc(NCC3CCCO3)c3ccccc3n2)cc1 (stereo unspecified)	2%	-0.8%	0	-29%	-8%	11%	1%	-6%	-9%	17%
Cc1ccc(O)c(NC(=O)c2noc3c2CCc2ccccc2-3)c1	?	-0.1%	0	0%	0%	7%	1%	9%	?	5%
COCCCNC(=O)c1cccs1	1%	-0.1%	-1	-2%	-4%	-1%	-7%	3%	5%	4%
C/C(=N/NC(=O)CNS(=O)(=O)c1ccccc1)c1ccc(Br)cc1	2%	-0.4%	7	-16%	2%	-2%	12%	-3%	10%	-2%
Cc1cc(C)cc(OCC(=O)NC2CCCc3ccccc32)c1 (stereo unspecified)	-25%	-0.4%	0	?	-1%	-4%[46.1 µM]	14%	9%	-26%	-2%
COC(=O)c1cc(C(=O)N2CCN(c3ncccn3)CC2)cc([N+](=O)[O-])c1	-5%	-0.2%	0	?	-5%	-1%	0%	4%	-4%	4%
O=C(CSC1=NCCN1)C1COc2ccccc2O1 (stereo unspecified)	12%	0.2%	3	5%[7.66 µM]	-5%	0%	2%	-8%	10%	-5%
COc1ccc(OC)c(NC(=O)C2CC(=O)N(c3ccc(Br)cc3)C2)c1 (stereo unspecified)	3%	-0.8%	22	-4%	-1%	6%	0%	-9%	-14%	4%
CCc1ccc(C2c3[nH]c4ccccc4c3CCN2C(=O)c2cc[n+]([O-])cc2)cc1 (stereo unspecified)	-54%	-0.7%	7	25%	0%	3%	?	1%	-7%	7%
COc1ccc(CNCCNC(=O)c2cccs2)c(OC)c1OC	7%	0.0%	4	-3%	2%	0%	5%	2%	6%	?
O=C(CSc1ccccn1)Nc1ccc2c(c1)C(=O)c1ccccc1C2=O	?	0.1%	4	-5%	-6%	1%[46.1 µM]	2%	10%	?	7%
COCCN(CCOC)S(=O)(=O)c1ccc(C(=O)Nc2nnc(C)o2)cc1	-5%	0.0%	5	3%	-4%	0%	3%	4%	?	-19%

Other entries.
molecule	BRCA1 expr up	B2AR arrestin	TRPV1 ag	a7 integrin act	PTAP TSG101 blk	TCR activator	A-T KAP1 phos	p53 reactivator	ELG1 repair inh	CXXC DNA block
O=C(CCC(=O)c1cccs1)OCC(=O)N1CCN(S(=O)(=O)c2ccccc2)CC1	-1%	0.4%	0	8%	1%	/	13%	3%	-3%	14%
Cc1ccc(S(=O)(=O)NCCCCCC(=O)NCCc2ccccc2)cc1	-5%	-0.7%	-1	0%	-6%	/	-7%	/	?	-5%
CCCn1c(N2CCN(CC(=O)c3c[nH]c4ccccc34)CC2)nc2c1c(=O)[nH]c(=O)n2C	-43%	0.4%	0	-7%	-2%	2%	-1%	-4%	?	38%[activator]
COc1ccc(CC(=O)Nc2c(C(=O)N3CCN(c4ccccc4)CC3)oc3ccccc23)cc1OC	-7%	-0.9%	14	?	-4%	-4%	-3%	22%	?	8%
Cc1ccc(S(=O)(=O)N2CCN(C)CC2)cc1-c1nnc2c3ccccc3c(C)nn12	-3%	0.5%	0	-8%	-7%	12%	-5%	-13%	-6%	-4%
CCOC(=O)C1=C(C(F)(F)F)Nc2ncnn2C1c1cccc(OC)c1OC (stereo unspecified)	-2%	-0.4%	-2	11%	-3%	4%[46.1 µM]	1%	2%	-3%	-5%
CC(C)CNC(C(=O)Nc1ccc([N+](=O)[O-])cc1Br)c1ccccc1 (stereo unspecified)	-40%	-2.1%	3	10%	-1%	-5%[46.1 µM]	1%	?	2%	10%
CCOC(=O)c1ccc(NC(=O)c2cccnc2)cc1	?	0.0%	-1	-48%[inhibitor]	-2%	4%	1%	-10%	?	0%
COc1ccc(C(=O)N/N=C(\CCC(=O)O)c2ccc(C(C)(C)C)cc2)cc1OC	-11%	0.0%	0	12%	-1%	5%	-4%	3%	6%	6%
COc1cc(S(=O)(=O)Nc2c(C)cc(C)cc2C)ccc1Cl	-17%	0.0%	-12	8%	-5%	0%	/	-1%	2%	-13%
CNC(=S)c1cc(C(C)(C)C)c(O)c(C(C)(C)C)c1	-14%	-0.1%	0	-31%	0%	6%	2%	-2%	24%	-25%
COCc1nnc(NC(=O)c2cc(C(=O)OC)cc([N+](=O)[O-])c2)s1	2%	0.8%	-2	0%	-5%	5%[46.1 µM]	0%	0%	2%	-5%

Other compounds follow.
molecule	BRCA1 expr up	B2AR arrestin	TRPV1 ag	a7 integrin act	PTAP TSG101 blk	TCR activator	A-T KAP1 phos	p53 reactivator	ELG1 repair inh	CXXC DNA block
O=C(NCc1ccco1)c1ccc(-c2ccc(Cl)cc2)o1	?	0.3%	27	-18%	-4%	4%	2%	3%	?	4%
COc1ccc(C(=O)c2ccccc2O)c(O)c1	19%	-0.1%	4	/	0%	-3%	4%	-2%	7%	8%[51.4 µM]
Cc1cc(C)n(-c2nc3nonc3nc2Nc2cccc(C)c2C)n1	-33%	-0.2%	-2	25%	-7%	-1%	-1%	-5%	-6%	-1%
COC(C[C@H](O)C[C@H](O)COCc1ccccc1)OC	8%	-1.0%	-2	-26%	1%	-5%	0%	2%	12%	2%
COc1cc(OC)cc(C(=O)N2CCC(N3CCN(c4ccccc4OC)CC3)CC2)c1	-11%	-2.3%	-3	-23%	-1%	-10%[46.1 µM]	1%	3%	-1%	-8%
CN(C)S(=O)(=O)c1cc(C(=O)OCCn2cnc3c2c(=O)n(C)c(=O)n3C)ccc1Cl	0%	0.1%	-2	15%	-2%	-4%	-4%	-3%	?	-7%
COc1cc(C2CC(c3c(C)cc(C)[nH]c3=O)=NN2c2ccccc2F)cc(OC)c1OC (stereo unspecified)	-58%	-0.2%	3	20%	4%	5%	?	-6%	8%	14%
CCN1c2ccccc2NC2C1C(C(C)=O)C(=O)N2c1ccc(Cl)cc1 (stereo unspecified)	-80%	2.7%	3	-10%	0%	-1%	19%	7%	-13%	-1%
Cc1ccc(-c2csc3ncn(CC(=O)NCC(c4ccco4)N4CCCC4)c(=O)c23)cc1 (stereo unspecified)	-17%	-0.2%	1	-20%	-3%	9%	-5%	-11%	-16%	/
COc1cnn(C(C)(C)C)c(=O)c1Cl	6%	0.2%	-4	11%[7.66 µM]	-4%	/	-1%	2%	7%	-6%
CC(C)OC(=O)c1cc(-c2ccc(C=O)o2)ccc1Cl	37%	0.0%	?	14%	-2%	4%[46.1 µM]	-12%	1%	?	11%
CCN(Cc1nc(-c2cccc(Cl)c2)no1)CC1CCCO1 (stereo unspecified)	11%	-1.6%	5	0%	-1%	-5%	12%	4%	?	3%

Two records drawn at random from the list so far, as already listed:
molecule	BRCA1 expr up	B2AR arrestin	TRPV1 ag	a7 integrin act	PTAP TSG101 blk	TCR activator	A-T KAP1 phos	p53 reactivator	ELG1 repair inh	CXXC DNA block
COc1ccc(C(=O)c2ccccc2O)c(O)c1	19%	-0.1%	4	/	0%	-3%	4%	-2%	7%	8%[51.4 µM]
O=C(NCc1ccco1)c1ccc(-c2ccc(Cl)cc2)o1	?	0.3%	27	-18%	-4%	4%	2%	3%	?	4%

Further entries
molecule	BRCA1 expr up	B2AR arrestin	TRPV1 ag	a7 integrin act	PTAP TSG101 blk	TCR activator	A-T KAP1 phos	p53 reactivator	ELG1 repair inh	CXXC DNA block
Cc1sc2nc(CSCC(=O)Nc3ccc(N4CCOCC4)cc3)[nH]c(=O)c2c1C	3%	-0.9%	/	0%	-4%	1%	-14%	-2%	4%	7%
OC1(c2ccccc2)CN(c2ccccc2)C2=[N+]1CCS2 (stereo unspecified)	-18%	-1.2%	?	16%	0%	-5%[46.1 µM]	4%	-2%	13%	6%
COc1ccc(N2CC(C(=O)Nc3ncccc3C)CC2=O)cc1 (stereo unspecified)	-1%	/	-4	0%	-4%	5%	/	/	/	-3%
Cc1cc(C)n2cc(CSCc3ccco3)nc2n1	8%	-0.3%	-3	-13%	-2%	1%	8%	0%	?	-7%
CC(=O)N1CCN(C23CC4CC(CC(C4)C2)C3)CC1	-3%	-0.8%	0	-37%	-2%	8%	1%	/	-4%	8%
Cc1cc(=O)oc2c(C)c3occc3cc12	61%	-0.1%	-4	0%	-1%	-1%	-8%	?	-8%	8%
O=C(Oc1ccc2cc(Br)ccc2c1)c1cccnc1	34%	-0.4%	-1	0%	-2%	-2%	-5%	-1%	0%	25%
CNc1sc(C(=O)c2ccc(F)cc2)c(N)c1-c1nc2ccccc2s1	42%	7.4%	1	-13%	-8%	1%	/	?	?	22%
Cc1nnc(NC(=O)CN2CCN(Cc3ccccc3)CC2)s1	0%	-0.9%	1	-37%	-2%	12%	2%	/	4%	-7%
Cc1cc(OC(C)C(=O)NCC2CCC(C(=O)O)CC2)c2c(C)cc(=O)oc2c1 (stereo unspecified)	6%	-0.7%	-2	6%	0%	-18%	10%	14%	7%	-5%
COc1ccc(/C=C/C(=O)N2CCN(c3ccccn3)CC2)c(OC)c1OC	-7%	-0.9%	6	0%	1%	-11%	0%	-2%	?	4%
